# Cdc42 wt GTP: human Cdc42 wildtype GTP binding change, either direction; GST-Cdc42 beads, Bodipy-GTP binding, flow cytometry; actives lie on both sides; percent activity (GTP binding), % at 10 µM; hit rate 0.2% among 190,000; AID 761;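 active = percent activity GTP binding at least 20 points away from the 100% baseline, either down as inhibitor or up as activator; inconclusive = compound flagged as likely green fluorescent from well-wide comparison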;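 also: median bead fluorescence of bound Bodipy-FL-GTP at 100 nM; 0% = excess unlabeled GTP control and 100% = no compound control; below 100% means less GTP binding so inhibitor and above means activator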
# Target sequence (P60953 whole entry, looked up): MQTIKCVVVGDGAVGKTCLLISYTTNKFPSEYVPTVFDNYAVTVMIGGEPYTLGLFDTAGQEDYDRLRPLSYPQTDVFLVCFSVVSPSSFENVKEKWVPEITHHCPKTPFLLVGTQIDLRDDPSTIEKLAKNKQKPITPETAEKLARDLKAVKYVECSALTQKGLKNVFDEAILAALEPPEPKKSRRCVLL
# Mcl1-Bid inh: disrupts binding of human Mcl-1 to Bid peptide; TR-FRET Mcl-1/Bid-Dy647 peptide binding, 1536-well; Q07820; inhibition, % at 21.7 µM; AID 1021; hit rate 0.97% among 220,000;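 active = compounds that cut the binding signal by more than half at the single screening dose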;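 also: His-tagged Mcl-1 with europium anti-His antibody binding Bid BH3 peptide; 0% = Mcl-1 plus peptide wells and 100% = peptide-only wells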
# Target sequence (Q07820 whole entry, looked up): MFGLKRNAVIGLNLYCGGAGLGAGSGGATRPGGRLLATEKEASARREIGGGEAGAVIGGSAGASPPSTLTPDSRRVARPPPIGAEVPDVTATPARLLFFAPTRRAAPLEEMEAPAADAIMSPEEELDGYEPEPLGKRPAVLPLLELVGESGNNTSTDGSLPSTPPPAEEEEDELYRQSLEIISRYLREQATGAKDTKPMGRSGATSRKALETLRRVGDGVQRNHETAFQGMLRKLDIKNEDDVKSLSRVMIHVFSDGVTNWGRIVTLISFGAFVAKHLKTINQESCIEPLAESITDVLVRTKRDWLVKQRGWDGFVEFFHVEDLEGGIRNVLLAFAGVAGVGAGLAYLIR
# Rab2A wt mod: changes GTP binding to wildtype dog Rab2A, up or down | AID 760 | GST-Rab2 wt beads, Bodipy-GTP binding, flow cytometry | P61105 | GTP binding activity, % at 10 µM | hit rate 0.19% among 190,000;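 active = GTP binding activity at least 20 points away from 100%, either lowered or raised; inconclusive = signal likely due to the compound's own green fluorescence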;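 also: 0% = beads with excess unlabeled GTP and 100% = no-compound control corrected for plate trend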
# Avidin bead fluor: avidin bead compound fluorescence profile. Avidin beads, compound fluorescence 488/530 nm, flow cytometry; stronger effect = higher value. fluorescence (KMESF) at 10 µM. hit rate 0.38% among 220,000. AID 1775; in the data active = fluorescence above about 47; also: inactives centre near 10
# Mcl1 Noxa PPI: disrupts binding of human Mcl-1 to Noxa peptide; AID 1022; TR-FRET Mcl-1/Noxa peptide binding, 2 h; inhibition, % at 21.7 µM; hit rate 1.5% among 220,000;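 active = compounds that cut the protein-peptide binding signal by more than 50% relative to plate controls in a single-dose test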;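 also: His-tagged Mcl-1 with rhodamine Noxa BH3 peptide and terbium anti-His antibody; 0% = Mcl-1 plus Noxa peptide wells and 100% = peptide-only wells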
# Pf gamet viab: inhibitors of late stage P. falciparum gametocyte viability; hit rate 0.065% among 150,000; inhibition, % at 10.9 µM; AID 743093; P. falciparum stage V gametocytes, ATP luminescence, 24 h;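 active = inhibition above the mean plus 3 SD of compounds within the control limits, set per campaign, cut at about 38% in these data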;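 also: 0% = DMSO wells and 100% = medium only without gametocytes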
# GSH bead fluor: GSH bead compound fluorescence profile | GSH beads flow cytometry, compound fluorescence 488/530 nm; stronger effect = higher value | fluorescence (KMESF) at 10 µM | hit rate 0.25% among 190,000 | AID 1776; in the data active = fluorescence above about 89;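 also: glutathione beads carrying GST-tagged Bcl family fusion proteins plus one bare bead set; values are compound well signal with DMSO vehicle wells as background; inactives centre near 16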
# Rab7 wt GTP bind: dog Rab7 wildtype GTP binding, inhibitors and activators | GTP binding activity (percent of control), % at 10 µM | AID 758 | GST-Rab7 beads, fluorescent GTP binding, flow cytometry; actives lie on both sides; untreated = 100%, excess cold GTP = 0% | hit rate 0.055% among 190,000;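 active = fluorescent GTP binding to Rab7 beads changed by at least 20 points from the 100% baseline, either direction, mostly lower; inconclusive = compound itself probably fluorescent, or too few beads counted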;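 also: median green fluorescence of bound Bodipy-FL-GTP per Rab7 bead population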
# Rac1 act GTP bind: modulators of GTP binding to human Rac1 activated mutant. GST-Rac1 activated beads, fluorescent GTP binding, flow cytometry; actives lie on both sides; 100% means binding = to untreated wells. P63000. percent activity (GTP binding), % at 10 µM. AID 764. hit rate 0.11% among 190,000;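 active = GTP binding at least 20 percentage points away from the 100% baseline, in either direction, so actives lie on both sides; inconclusive = Compound likely fluorescent itself, or too few beads counted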
# Rac1 wt modul: modulators of human Rac1 wildtype GTP binding; hit rate 0.27% among 190,000; AID 757; GTP binding activity (% of control), % at 10 µM; GST-Rac1 beads, fluorescent GTP binding, flow cytometry; actives lie on both sides; 0 = cold GTP competed, 100 = untreated;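 active = GTP binding activity at least 20 points away from the 100% control level, either lower or higher; inconclusive = compound flagged as likely green fluorescent, judged across all proteins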
# HRas wt GTP: modulators of GTP binding to human HRas wildtype; GST-Ras wt beads, Bodipy-FL-GTP binding, flow cytometry; actives lie on both sides; GTP binding activity, % at 10 µM; hit rate 0.14% among 190,000;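 active = GTP binding activity at least 20% away from the 100% baseline, either lowered as inhibitor or raised as activator; inconclusive = flagged as likely green fluorescent, judged across all proteins in the well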;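 also: 0% = unlabeled GTP competition control and 100% = no-compound control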
# Target sequence (P01112 whole entry, looked up): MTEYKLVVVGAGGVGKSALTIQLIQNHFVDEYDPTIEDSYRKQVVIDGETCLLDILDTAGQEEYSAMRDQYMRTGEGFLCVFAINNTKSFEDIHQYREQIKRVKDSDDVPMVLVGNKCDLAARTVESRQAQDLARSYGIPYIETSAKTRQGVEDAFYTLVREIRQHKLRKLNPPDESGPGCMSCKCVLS
# Starred values were filed as active, the others as inactive; ? = inconclusive; . = no result given.
# Order of values: Rac1 act GTP bind	HRas wt GTP	Rac1 wt modul	Avidin bead fluor	Rab2A wt mod	Mcl1 Noxa PPI	Rab7 wt GTP bind	Cdc42 wt GTP	GSH bead fluor	Mcl1-Bid inh	Pf gamet viab
1) O=C1C2C3c4ccccc4C(c4ccccc43)[C@@H]2c2nc3ccccc3n21 (some centres undefined)
→ 101	98	94	10	99	13	100	97	24	-2	-5
2) O=C(CCNc1cccc(Cl)c1)c1ccco1
→ 100	105	109	23	104	-12	102	106	29	-25	-5
3) Cc1ccc(N2CCN(C3=NC(=O)/C(=C\c4cccs4)S3)CC2)cc1
→ 92	94	88	9	93	13	95	91	26	98*	21
4) CN(Cc1ccccc1)C(=O)c1ccccc1NC(=O)c1ccccc1
→ 101	101	105	10	101	12	101	100	76	-28	.
5) COc1cc2c(cc1OC)C(c1cc(OC)c(OC)c(OC)c1)NCC2 (centres undefined)
→ 100	102	102	7	102	17	96	102	65	22	-7
6) Cc1ccnc(NC(=O)/C=C/c2ccccc2Cl)c1
→ 101	103	104	2	99	2	100	96	12	-14	.
7) O=C(COC(=O)c1ccccc1C(=O)c1ccccc1)Nc1ccc(SC(F)F)cc1
→ 101	100	106	2	98	5	104	106	8	-8	-17
8) Cc1ccc(-n2ncc3c(=O)[nH]c(SCC(=O)N4CCCCC4)nc32)cc1
→ 97	98	100	7	97	10	100	95	19	-3	.
9) CSCCC(NC(=O)c1ccc(Cl)cc1)C(=O)O (centres undefined)
→ 96	94	97	6	94	-8	95	95	16	-8	12
10) Cc1c(NC(=O)c2c(NC(=O)CNC3CC3)sc3c2CCCC3)c(=O)n(-c2ccccc2)n1C
→ 95	98	105	11	97	9	95	100	12	34	.
11) COC(=O)c1cc(=O)n(CCc2ccc(OC)cc2)c(=Nc2ccc(F)c(Cl)c2)s1
→ 101	104	107	5	100	-13	100	106	23	-11	.
12) CCn1c(-c2ccc(OC)c(OC)c2)n[nH]c1=S
→ 99	100	104	36	98	17	98	101	19	-52	-6
13) COCCn1c(-c2cccs2)csc1=Nc1cccnc1
→ 94	93	96	9	97	24	93	93	15	-1	2
14) CCCOc1ccc(C(=O)N2CC3(CC(c4cccc(NC(=O)[C@@H]5CCC(=O)N5)c4)=NO3)C[C@H]2C(=O)NC2(C(N)=O)CC2)cc1 (some centres undefined)
→ 97	99	97	16	97	-3	100	97	19	-9	8
15) COCCNC(=O)C(=O)c1c(-c2ccccc2)[nH]c2ccccc12
→ 99	102	106	18	102	0	107	100	14	-13	4
16) Cn1nc([N+](=O)[O-])nc1Oc1ccc2ccccc2c1
→ 94	95	95	13	94	17	95	94	13	-8	.
17) CCN(CC)S(=O)(=O)c1ccc(C(=O)OCCNC(=O)c2cccnc2)cc1
→ 96	95	95	5	99	6	96	96	11	1	.
18) O=C(NCCc1ccccc1)c1nc2nc(-c3cccs3)cc(C(F)(F)F)n2n1
→ 97	99	98	8	97	12	100	97	14	-17	-17
19) CCN(CC)C1=NC=CC(c2ccccc2)=CC1C (centres undefined)
→ 102	102	108	3	100	-15	99	104	7	-58	-1
20) O=C(COC(=O)/C=C/c1ccc(Cl)cc1)NCCN1C(=O)CSC1=O
→ 97	97	101	22	95	-5	103	98	12	-12	-7
21) CC(C)c1ccc(S(=O)(=O)c2ccc(NN)cc2)cc1
→ 96	92	96	18	96	11	91	93	33	-38	-4
22) O=C(CNS(=O)(=O)c1ccccc1)Nc1ccc(C(F)(F)F)cc1
→ 97	102	99	18	103	9	109	100	14	-16	-3
23) CC(C)=CCN1CCN(Cc2cccc3nonc23)CC1CCO (centres undefined)
→ 98	96	102	7	101	1	98	101	14	-39	-11
24) COc1ccccc1Nc1nnc(SCC(=O)N2CCCC2=O)s1
→ 98	99	100	7	98	-5	95	101	6	-29	19
25) Cc1ccc(C(=O)CC(=O)c2cccc(F)c2)c(O)c1
→ 100	98	102	7	96	8	95	99	4	0	.
26) C#CCNC(=O)C1=C[C@H](c2ccccc2)C[C@H](OCCCCO)O1
→ 96	95	96	6	94	-8	96	93	20	13	.
27) Cc1ccc(-n2nnnc2Sc2ccc(S(=O)(=O)NCCN(C)C)cc2[N+](=O)[O-])cc1
→ 96	98	101	5	98	16	95	102	12	-31	-12
28) CC1CCCCC1N=CC1=C(O)CC(C)(C)CC1=O (centres undefined)
→ 96	98	98	9	98	-16	96	99	26	-16	.
29) CN1CCN(C(=S)SCC(=O)Nc2nc(-c3ccccc3)c(-c3ccccc3)o2)CC1
→ 97	97	103	12	96	23	100	98	12	-7	-14
30) CCCCn1c(SCC(=O)NC(=O)NCc2ccco2)nc2cc(S(N)(=O)=O)ccc21
→ 98	101	105	9	101	63*	104	105	28	-2	.

# 2 records picked at random from the list so far:
# Order of values: Rac1 act GTP bind	HRas wt GTP	Rac1 wt modul	Avidin bead fluor	Rab2A wt mod	Mcl1 Noxa PPI	Rab7 wt GTP bind	Cdc42 wt GTP	GSH bead fluor	Mcl1-Bid inh	Pf gamet viab
29) CN1CCN(C(=S)SCC(=O)Nc2nc(-c3ccccc3)c(-c3ccccc3)o2)CC1
→ 97	97	103	12	96	23	100	98	12	-7	-14
2) O=C(CCNc1cccc(Cl)c1)c1ccco1
→ 100	105	109	23	104	-12	102	106	29	-25	-5

# (list continues)
# Order of values: Rac1 act GTP bind	HRas wt GTP	Rac1 wt modul	Avidin bead fluor	Rab2A wt mod	Mcl1 Noxa PPI	Rab7 wt GTP bind	Cdc42 wt GTP	GSH bead fluor	Mcl1-Bid inh	Pf gamet viab
31) COc1ccccc1/C=N/NC(=O)c1sc(C)nc1C
→ 97	95	101	12	95	17	100	98	13	-13	-22
32) Cc1cccc2cc(=O)[nH]c(C)c12
→ 103	104	103	6	101	4	99	105	18	-26	.
33) Cc1csc(SCC(=O)NC2CCCCC2)n1
→ 98	100	102	8	101	3	99	96	12	-22	1
34) Cn1c(=O)n(-c2cccc(Cl)c2)c(=O)c2c3c(sc21)COC(C)(C)C3
→ 99	101	101	7	98	-12	99	102	25	-6	-13
35) CC1(C)Cc2cccc(OCC(=O)Nc3cccnc3Cl)c2O1
→ 95	100	101	12	99	-7	101	101	55	-20	.
36) Cc1ccc(NC(=O)NCc2ccc3c(c2)OCO3)c(C)c1
→ 92	94	87	12	92	8	94	94	10	-1	13
37) Oc1ccccc1-c1nnc(COc2ccc(Cl)cc2Cl)o1
→ 96	96	99	5	95	34	97	94	22	-19	.
38) O=C(NCc1ccccc1)C1=C[C@H](c2ccc(Br)cc2)C[C@H](OCc2ccc(CO)cc2)O1
→ 94	95	95	4	94	1	100	92	21	-4	8
39) Cc1ccc(S(=O)(=O)c2cc(N3CCOCC3)nc(-c3ccccc3)n2)cc1
→ 101	105	104	10	101	4	95	105	17	0	.
40) S=C(NCCN1CCOCC1)N/N=C/c1c2ccccc2cc2ccccc12
→ 100	99	104	33	97	-7	97	101	23	-52	.
41) CC1Cc2ccccc2N1C(=O)COc1ccc2c(c1)OCO2 (centres undefined)
→ 97	99	95	10	94	11	104	102	20	-29	9
42) Cc1cccc(NC(=O)Nc2ccc([N+](=O)[O-])cc2)n1
→ 93	95	96	10	98	28	98	99	13	11	-6
43) CCCCNCC1C(Oc2ccc(Cl)cc2)C(=O)N1c1ccccc1C (centres undefined)
→ 94	97	97	18	96	34	104	93	8	-7	2
44) O=c1cc(-c2ccccc2Cl)oc2cccc(O)c12
→ 102	103	106	10	99	2	96	102	15	-9	-36
45) CCN1CCN(S(=O)(=O)c2ccc(OC)c(Br)c2)CC1
→ 103	102	103	24	101	-6	99	104	21	-18	-2
46) CCOC(=O)c1c(C)[nH]c(C(=O)CSc2nnc(C3CC3)n2N)c1C
→ 97	100	101	9	97	2	100	99	12	19	.
47) N#CCc1c(C#N)c(N)nc(N2CCN(c3ccc(F)cc3)CC2)c1C#N
→ 100	102	107	35	103	1	102	104	12	-24	-1
48) O=C(Nc1cccnc1)c1cnc2ccccc2n1
→ 98	101	107	35	102	12	102	104	20	1	-6
49) COc1ccc2c(c1)SCC/C2=C\CN1C(=O)CCC1=O
→ 98	101	105	1	102	23	99	104	9	-9	-2
50) CC(=O)c1cccc(NC(=O)N2CCCC2C(=O)NCc2ccc(C)cc2)c1 (centres undefined)
→ ?	?	?	8	?	4	?	?	17	-11	13
51) CN1CCC(N(C)CC(O)c2ccccc2)CC1 (centres undefined)
→ 94	98	99	10	100	36	108	96	18	10	15
52) Cc1ccc(-c2nnc(SCC(=O)Nc3ccc4c(c3)OCCO4)n2N)cc1
→ 93	96	94	8	94	12	94	95	36	-8	.
53) CN1CCN(C(=O)c2cnn3c2NC(c2ccccc2)CC3C(F)(F)F)CC1 (centres undefined)
→ 98	97	102	9	102	18	103	106	15	-22	.
54) CCSc1nc2ccccc2n1CC(N)=O
→ 98	102	112	24	98	12	101	108	23	-11	.
55) Cc1occc1C(=O)NCc1ccccc1
→ 97	98	98	10	99	-2	95	98	27	-6	.
56) O=C(CSc1ccc2nnc(-c3ccccc3)n2n1)N1CCCc2ccccc21
→ ?	?	?	76*	?	3	?	?	60	-11	.
57) Cc1ccc(S(=O)(=O)N/N=C\c2cc3c(cc2[N+](=O)[O-])OCO3)cc1
→ 96	100	102	16	100	35	99	100	25	-35	.

# Entries from the list above containing fluorine (7):
# Order of values: Rac1 act GTP bind	HRas wt GTP	Rac1 wt modul	Avidin bead fluor	Rab2A wt mod	Mcl1 Noxa PPI	Rab7 wt GTP bind	Cdc42 wt GTP	GSH bead fluor	Mcl1-Bid inh	Pf gamet viab
7) O=C(COC(=O)c1ccccc1C(=O)c1ccccc1)Nc1ccc(SC(F)F)cc1
→ 101	100	106	2	98	5	104	106	8	-8	-17
11) COC(=O)c1cc(=O)n(CCc2ccc(OC)cc2)c(=Nc2ccc(F)c(Cl)c2)s1
→ 101	104	107	5	100	-13	100	106	23	-11	.
18) O=C(NCCc1ccccc1)c1nc2nc(-c3cccs3)cc(C(F)(F)F)n2n1
→ 97	99	98	8	97	12	100	97	14	-17	-17
22) O=C(CNS(=O)(=O)c1ccccc1)Nc1ccc(C(F)(F)F)cc1
→ 97	102	99	18	103	9	109	100	14	-16	-3
25) Cc1ccc(C(=O)CC(=O)c2cccc(F)c2)c(O)c1
→ 100	98	102	7	96	8	95	99	4	0	.
47) N#CCc1c(C#N)c(N)nc(N2CCN(c3ccc(F)cc3)CC2)c1C#N
→ 100	102	107	35	103	1	102	104	12	-24	-1
53) CN1CCN(C(=O)c2cnn3c2NC(c2ccccc2)CC3C(F)(F)F)CC1 (centres undefined)
→ 98	97	102	9	102	18	103	106	15	-22	.

# Assay outcomes as filed in PubChem BioAssay.
